Screening data as filed in PubChem BioAssay.
DUSP3 inh – blocks human VHR1 dual specificity phosphatase; inhibition, % at 13.3 µM; recombinant VHR phosphatase, pNPP absorbance; P51452; 290,000 compounds, 0.52% hits; in the data active = inhibition above about 50%; also: some compounds called inactive have numbers as strong as hits
Target sequence (P51452 whole entry, looked up): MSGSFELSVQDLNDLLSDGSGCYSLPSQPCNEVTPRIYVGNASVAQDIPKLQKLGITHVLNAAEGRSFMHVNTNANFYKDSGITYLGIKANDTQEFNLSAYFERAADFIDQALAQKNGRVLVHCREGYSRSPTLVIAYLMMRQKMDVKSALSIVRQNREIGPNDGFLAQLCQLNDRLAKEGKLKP
PriA SSB inh – blocks PriA binding to SSB C-terminal tail. AlphaScreen SSBct-PriA binding, biotinylated peptide. inhibition, % at 33 µM. 430,000 compounds, 0.6% hits. AID 1272365; in the data active = inhibition mostly above about 37%, no sharp cut-off; inactive = mostly below about 20%;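 also: plate controls were negative control peptide for no effect and reference peptide for full effect; strong numbers were not always called active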
PrPC TRFRET – reduces human prion protein on the cell surface. P04156. cell surface PrPC, TR-FRET read-out. inhibition, % at 13.8 µM. 370,000 compounds, 0.43% hits; in the data active = inhibition above about 24%; also: 0% = median of the test wells and 100% = reference compound wells
TcdB GH inh – inhibitors of Clostridioides difficile toxin B glycohydrolase. inhibition, % at 9.99 µM. 350,000 compounds, 0.24% hits. AID 652162. P18177. TcdB glycohydrolase enzymatic assay, plate reader; in the data active = inhibition above about 10%
MazF activator – activators of E. coli MazEF toxin-antitoxin RNase; P0AE70; FAM/BHQ RNA-DNA oligo cleavage fluorescence, 5 h; activation, % at 20 µM; 350,000 compounds, 0.32% hits; AID 504720; in the data active = activation above about 50%
Target sequence (P0AE70 whole entry, looked up): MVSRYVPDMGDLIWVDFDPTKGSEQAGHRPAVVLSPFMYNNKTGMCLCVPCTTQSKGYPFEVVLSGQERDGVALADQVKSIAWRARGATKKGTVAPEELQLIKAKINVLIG
SARS 3CLpro inh – SARS-CoV 3CLpro protease inhibition. P0C6X7. recombinant SARS-CoV 3CLpro, quenched FRET peptide cleavage. inhibition, % at 6 µM. 290,000 compounds, 0.14% hits. AID 1706; in the data active = inhibition above about 12%
Yp Topo-I inh – Y. pestis Topo-I inhibition via cleavage products; Y. pestis Topo-I cleavage product accumulation, plate reader; activity, % at 10 µM; 360,000 compounds, 0.064% hits; AID 504884; in the data active = activity above about 50%, passing the limit was not always enough; also: inactives centre near 2
CCHF vOTU inh – CCHFV vOTU protease inhibition | Pep-AMC fluorescence | inhibition, % at 11.5 µM | 370,000 compounds, 0.55% hits | AID 651958; in the data active = inhibition above about 30%; also: 0% = vehicle wells with enzyme and 100% = no enzyme wells
Rv3671c protease – inhibits the M. tuberculosis serine protease Rv3671c. P9WHR9. inhibition, % at 5.96 µM. 320,000 compounds, 0.048% hits. AID 2606; in the data active = inhibition above about 38%;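 also: extracellular domain of Rv3671c used as enzyme; 0% = enzyme with DMSO and 100% = no enzyme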
Target sequence (P9WHR9 whole entry, looked up, the tested form may be a part): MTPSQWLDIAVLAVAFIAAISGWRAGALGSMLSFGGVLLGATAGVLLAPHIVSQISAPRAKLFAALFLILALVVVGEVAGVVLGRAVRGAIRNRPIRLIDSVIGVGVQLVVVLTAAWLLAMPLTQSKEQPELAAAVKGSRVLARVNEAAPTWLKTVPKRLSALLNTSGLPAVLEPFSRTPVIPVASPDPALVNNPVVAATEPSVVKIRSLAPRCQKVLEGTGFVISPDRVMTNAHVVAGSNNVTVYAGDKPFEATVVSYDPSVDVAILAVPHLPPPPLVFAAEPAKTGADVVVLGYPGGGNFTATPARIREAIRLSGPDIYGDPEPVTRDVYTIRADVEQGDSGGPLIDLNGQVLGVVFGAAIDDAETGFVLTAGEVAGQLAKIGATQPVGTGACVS
BH1578 lux ind – inducers of Vibrio cholerae quorum light production without autoinducers; V. cholerae BH1578 lux reporter, luminescence, 6 h; 350,000 compounds, 0.16% hits; activation, % at 18.7 µM; in the data active = activation mostly above about 9.7%, no sharp cut-off; also: not every result past the cut was called active; inactives centre near 0; reference of the scale not given here
The depositor's hits bear a star; i = inactive; nt = not tested or not shown; & = joins results of further samples. Not all compounds are listed. The share of hits here may be higher or lower than overall.

entry	compound	DUSP3 inh	PriA SSB inh	PrPC TRFRET	TcdB GH inh	MazF activator	SARS 3CLpro inh	Yp Topo-I inh	CCHF vOTU inh	Rv3671c protease	BH1578 lux ind
1	CC(=O)N1CCCc2cc(S(=O)(=O)N3CCN(c4ccccn4)CC3)ccc21	14	-7	-1	nt	-1	-5	-3	5	-6	-7.1
2	C=CCNC(=S)NS(=O)(=O)c1cccs1	24	-14&11	6	2.4	-1	0	-3	-9	3	-0.6
3	CN(CC1COc2ccccc2O1)C(=S)NC1CCCCC1 (stereo not given)	33	-13	4	1.3	1	3	10	-1	-1	i
4	CCC1(C)Cc2ccccc2-c2nc3n(c(=O)c21)CCCCC3 (stereo not given)	2	-22	-3	nt	-11	-4	15	-1	2	-0.1
5	O=C(Nc1ccn(CCCN2CCN(Cc3cccc4ccccc34)CC2)c(=O)n1)OCc1ccccc1	nt	nt	-12	0.9	-23	nt	34	5	nt	-0.3
6	O=C(N/N=C/c1ccco1)c1cccc(N2CCCC2=O)c1	21	nt	-3	-0.9	-9	3	-7	-5	2	-0.4
7	CC(=O)Nc1ccc(Nc2ccc([N+](=O)[O-])cn2)cc1	-4	7	-56	1.4	4	4	-4	9	3	-0.7
8	COc1cccc(-c2nc(CS(=O)(=O)CC(=O)Nc3cccc(C(C)=O)c3)c(C)o2)c1	2	-5	-8	3.5	9	-3	14	1	0	i
9	CCCN1CCN(CCCNC(=O)c2cc3c(=O)n(C)c4ccccc4c3n2C)CC1	42	0	-6	1.6	7	-6	2	1	4	-0.4
10	CC(C)NC(=O)Nc1ccc2c(c1)C(=O)N([C@H](C)CO)C[C@H](C)[C@@H](CN(C)S(=O)(=O)c1cccs1)O2	nt	-5	-4	1.9	5	nt	3	-3	-7	i
11	CC1CCCN(C(C(=O)Nc2ccc(C(C)C)cc2)c2ccc3c(c2)OCO3)C1 (stereo not given)	-12	0	2	1.7	-1	2	24	-2	3	-0.3
12	Cc1ccc(C(=O)O/N=C/c2c(Cl)n(C)c3ccccc23)cc1	12	nt	3	nt	10	-3	7	0	4	-0.6
13	Cc1nn(-c2cc(N3CCOCC3)ccc2[N+](=O)[O-])c(=O)c2ccccc12	16	5	-16	1.8	2	1	-9	2	1	-0.5
14	CCCCN1C(=O)C(=Nc2cccc3cnccc23)c2ccccc21	24	-4	-8	-0.1	-1	6	10	29	3	4.1
15	CC(C)CNCC1OCc2ccccc2CO1	25	-5	1	-1.1	7	5	5	-3	1	i
16	COC(=O)c1ccc(Cn2nc(C(F)(F)F)cc2C)cc1	20	-16	-3	nt	3	2	8	5	1	7.7
17	O=C(COC(=O)c1ccc(S(=O)(=O)N2CCc3ccccc3C2)cc1)NC(=O)NCc1ccco1	8	8	-1	nt	-14	7	2	-1	-44	i
18	CCCCOc1cccc(C(=O)N(Cc2ccco2)C2CCS(=O)(=O)C2)c1 (stereo not given)	8	-4	-4	nt	-4	4	10	-12	1	-0.4
19	CCN(CC)S(=O)(=O)c1ccc(OC)c(-n2cnnn2)c1	15	-7	-6	0.3	-1	2	-3	9	-1	1.0
20	O=C(NCc1cccc(CNC(=O)c2ccco2)c1)c1ccco1	3	-3	-6	0.1	1	-1	8	-10	4	-4.2
21	COc1ccc(-c2cc(C(F)F)nc(-n3nc(C)cc3C)n2)cc1	-28	0	3	nt	3	1	-6	-9	2	i
22	CCOC(=O)c1cnn2c(C(F)(F)F)cc(-c3ccccc3)nc12	22	-10	-5	-0.6	-3	0	-5	-11	-10	-3.6
23	CCCOc1ccc(-c2nc(SCc3ccccc3)[nH]c(=O)c2C#N)cc1OC	-7	-9	3	-13	8	10	4	2	-6	-0.6
24	Cc1cccc2cc(CN(Cc3ccco3)S(=O)(=O)c3ccc4c(c3)OCCO4)c(=O)[nH]c12	12	-1	1	nt	6	-3	4	-5	-13	-0.3
25	Cc1ccc2ncnc(NCCCN3CCOCC3)c2c1	6	-5	3	nt	1	-3	-1	-4	9	i
26	Cc1ccc(C(=O)Nn2c(C)nc3ccccc3c2=O)cc1C	-1	5	11	-2.6	7	0	-9	0	2	-0.5
27	COc1ccc(-n2nc(C#N)c(Cl)cc2=O)cc1	13	-5	-59	2.0	-21	5	12	6	nt	-0.3
28	Nn1c(SCC(=O)N2CCOCC2)nnc1-c1ccccc1Cl	13	-11	6	nt	3	0	4	-6	-3	-2.9
29	CCc1ccc(NC(=O)[C@H](C)NC(=O)C2CCN(C(=O)[C@@H](N)Cc3ccccc3)CC2)cc1	0	16	nt	nt	7	-4	-6	nt	-4	-0.3
30	Cc1ccc(Sc2ncccc2O)cc1	nt	1	-8	1.2	-3	nt	-6	-9	5	-0.4

Part of the list above in a different format.
(21) COc1ccc(-c2cc(C(F)F)nc(-n3nc(C)cc3C)n2)cc1
(22) CCOC(=O)c1cnn2c(C(F)(F)F)cc(-c3ccccc3)nc12
screen / no.	21	22
DUSP3 inh	-28	22
PriA SSB inh	0	-10
PrPC TRFRET	3	-5
TcdB GH inh	nt	-0.6
MazF activator	3	-3
SARS 3CLpro inh	1	0
Yp Topo-I inh	-6	-5
CCHF vOTU inh	-9	-11
Rv3671c protease	2	-10
BH1578 lux ind	i	-3.6

Next section
entry	compound	DUSP3 inh	PriA SSB inh	PrPC TRFRET	TcdB GH inh	MazF activator	SARS 3CLpro inh	Yp Topo-I inh	CCHF vOTU inh	Rv3671c protease	BH1578 lux ind
31	COc1ccc(NC2CCCN(C(=O)c3cccc(C(F)(F)F)c3)C2)cc1OC (stereo not given)	38	3	3	-1.4	3	5	0	8	-2	13
32	COC(=O)C1CC(=O)N(c2ccc(C)cc2)C1 (stereo not given)	26	-11	-3	1.1	4	5	1	-13	-10	-1.0
33	Cc1cc(C)n(-c2ccc(C(=O)Nc3nc4ccccc4s3)cc2)n1	36	-9	1	nt	2	2	7	-6	-8	0.6
34	CC1CN(C(=O)c2ccc(NS(=O)(=O)c3ccc(C(C)(C)C)cc3)cc2)CC(C)O1 (stereo not given)	-12	-5&3&-4	-7	0.5	-1	-1	8	5	nt	-0.1
35	C/C(=N\Nc1cccc([N+](=O)[O-])c1)c1cc(F)ccc1O	-30	nt	16	1.5	-6	0	-26	-3	1	0.0
36	CCN1CCN(C(=O)C2c3cc(OC)c(OC)cc3C(=O)N3CCc4ccccc4C23)CC1 (stereo not given)	30	1	-3	nt	3	-1	-1	7	3	i
37	Cc1cccc(OCC(=O)NCC(=O)N/N=C/c2cc(Br)ccc2OCc2ccccc2)c1	0	nt	-3	1.5	5	-4	-1	-2	-76	-0.4
38	CCn1c(C)c(C(=O)O)c2cc(OC)c3ccccc3c21	nt	-3	-4	1.6	7	10	-6	-23	-5	-0.5
39	COC(=O)c1cc(Br)c(=O)n(-c2ccccc2OC)c1	20	-10	12	nt	3	-5	4	14	-1	nt
40	COCCNC(=O)Cn1cc(/C=C(\C#N)C(=O)NC2CC2)c2ccccc21	-15	-15	0	0.7	7	0	-10	-3	4	i
41	Cc1cc(-c2csc(N)n2)c(C)n1CCC(C)C	-19	12	-2	nt	-1	6	-31	-7	11	-0.3
42	CC(=O)Nc1cc(-c2ccc(N3CCN(C)CC3)cc2)cn2c(-c3ccc(S(C)(=O)=O)cc3)cnc12	nt	nt	-22	-2.4	nt	nt	-16	-9	nt	i
43	COC(C(=O)Nc1ccc(S(=O)(=O)Nc2ccc(F)cc2)cc1)c1ccccc1 (stereo not given)	-4	-18	3	nt	-2	7	-1	6	-7	i
44	Cc1cccc(Nc2nc(C)cc(C)n2)c1	-6	-11	-3	-0.3	9	4	-5	8	nt	-0.4
45	CNCC(=O)N(CC(C)C)c1c(N)n(CC(C)C)c(=O)[nH]c1=O	6	3	-6	-0.7	-3	-1	6	14	5	-1.4
46	COC(=O)CSc1nc2ccccc2nc1SCC(=O)OC	12	-16	9	nt	-5	2	2	9	1	-0.5
47	CN1C(=S)N2CCCN2C1c1ccccc1 (stereo not given)	1	-5	-8	0.0	7	-5	0	-14	-14	-0.3
48	Cc1c(/C=N/NC(=O)c2cc(C(C)(C)C)[nH]n2)c2ccccc2n1C	4	i	4	0.3	11	-4	-4	-6	4	-0.5
49	O=C(Nc1cccc(-c2nc3ccccc3s2)c1)c1cc(-n2cnnc2)ccc1Cl	1	-2	nt	nt	-1	8	2	nt	-84	i
50	Cc1cc(C)cc(C(=O)NCc2ccc3c(c2)OCO3)c1	-9	-19	3	0.9	5	0	2	18	-1	-0.8
51	O=C(O)/C=C/C(=O)Nc1nc(-c2ccc3ccccc3c2)cs1	nt	7	-12	-0.8	-6	nt	-9	1	1	-0.5
52	Cc1ccc(NC(=O)c2cnccn2)c(C)c1	-4	-4	-9	2.0	4	-6	-1	6	-9	1.4
53	NNC(=O)/C(=N/Nc1ccccc1)S(=O)(=O)c1ccc(Cl)cc1	26	nt	12	nt	-3	-2	-6	10	-1	-0.3
54	COc1ccc(N2Cc3ccccc3C2=NC(=O)c2ccc(C)cc2)cc1OC	11	-4	-11	1.2	-340	-1	7	6	-5	-0.2
55	Cc1ccccc1OCC(=O)Nc1ccc2[nH]ncc2c1	16	-8	3	1.3	3	0	-4	-13	5	i
56	CC(NC(=O)c1ccccc1Cl)c1ccc(-n2ccnc2)cc1 (stereo not given)	-7	-3	-4	1.6	1	7	4	-3	-2	-0.7
57	O=C(O)C1CCCCC1C(=O)NCCc1cccc(Cl)c1 (stereo not given)	-10	-5	-5	nt	-9	-3	9	-1	-5	nt
58	O=C(COC(=O)c1ccc(Cl)nc1)NNC(=O)c1ccc(Br)cc1	nt	5	9	0.6	4	nt	-2	-6	1	1.6
59	CCOC(=O)C1CCCN(C(=O)c2ccc3c(c2)OCO3)C1 (stereo not given)	9	-14	2	nt	6	-4	12	-6	-1	-17
60	COc1cccc(OCCNC(=O)c2ccccc2Sc2ccccc2C#N)c1	21	-23	9	-1.1	1	3	12	-9	3	-0.3
61	CC(=O)C(Cc1cccc(F)c1)(Cc1cccc(F)c1)C(C)=O	13	-43	9	0.8	-10	-1	-9	-2	5	-0.1
62	CC1CC(C)CN(CCOc2ccccc2-c2ccccc2)C1 (stereo not given)	14	-22	1	nt	1	1	-2	-9	1	-0.3
63	CC(/C=N/N1CCN(Cc2ccccc2)CC1)=C\c1ccccc1	7	nt	8	1.8	0	3	1	28	4	-1.0
64	Cc1cc(C)n(C(=O)CNC(=O)C(c2ccccc2)c2ccccc2)n1	9	-13	-2	nt	-1	-3	2	-1	4	-0.7
65	C#CCOCCOCCOCCNc1nc(N2CCN(C(=O)[C@H]([C@@H](C)CC)n3cc(CCCN=C(N)N)nn3)CC2)nc(N2CCN(C(=O)[C@H]([C@@H](C)CC)n3cc(CCC(=O)O)nn3)CC2)n1	nt	-4	5	0.9	10	nt	25	-11	nt	i
66	O=C(Cc1ccccc1)NCc1ccncc1	30	-16	4	-0.4	10	-1	5	-15	0	-0.3
67	CCOC(=O)C1CC(c2ccccc2)=NNC1=O (stereo not given)	22	-14	5	0.5	13	1	7	7	-1	-0.4
68	Cc1cccc(NC(=O)NCc2ccc3c(c2)cc(C)n3C)c1	24	46*	22	-0.8	4	4	-16	7	-8	-0.3
69	COc1ccccc1CCCNC(=O)C1CCC(=O)N(CCN2CCOCC2)C1 (stereo not given)	10	-1	-4	0.3	0	-2	0	-2	-1	nt
70	N=C(CC1CC(=O)NC(=O)C1)C1=C(O)CCCC1=O	14	-8	0	nt	-4	2	-3	7	3	1.7
71	Cc1cc(C)n2ncnc2n1	19	-1	-3	nt	-4	-1	1	-1	5	-0.4
72	COc1ccc(Cn2c(O)c(C=Nc3c(C)n(C)n(-c4ccccc4)c3=O)c(=O)[nH]c2=O)cc1	9	-13	5	-0.3	-7	1	4	-1	-4	i
73	Cc1cc(OC(=O)N(C)C)nc(-c2ccc(C)c(Cl)c2)n1	9	-19	-3	1.5	8	5	1	5	2	-0.1
74	O=C1CCN(C(=O)/C=C/c2ccccc2)c2ccccc21	-17	-5	1	-0.5	7	1	12	-5	-4	-0.2
75	Cc1cc(C)nc(SCC(=O)Nc2ccc(N3CCOCC3)c(Cl)c2)n1	5	-7	14	nt	-2	-1	-2	4	3	0.0
